Compound activity deposited in PubChem BioAssay by several laboratories.
MEP2 TOR yeast: yeast TOR pathway MEP2-GFP modulation | S. cerevisiae MEP2-GFP strain, flow cytometry GFP, 3 h; 100% = DMSO control level | GFP response vs DMSO, % at 10 µM | actives 0.51% (n = 330,000);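 active = GFP response versus DMSO above a set limit, roughly screen mean plus 3 SD, cut at about 180% in these data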;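 note: median GFP fluorescence of the barcode-gated MEP2-GFP cells per well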
LAP4 TOR yeast: yeast TOR pathway LAP4-GFP modulation; S. cerevisiae LAP4-GFP multiplex, flow cytometry GFP, 3 h; median GFP as percent of DMSO wells; GFP response vs DMSO, % at 10 µM; actives 0.34% (n = 320,000);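 active = GFP response vs DMSO above a set limit, about the screen mean plus 3 SD, cut at about 150% in these data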
Efflux pump inh: inhibitors of Candida antifungal efflux pumps expressed in yeast | S. cerevisiae Candida pump triplex, Nile Red efflux | inhibition, % at 10 µM | actives 0.44% (n = 330,000) | AID 485275;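 active = plate passing quality check with inhibition over a set limit, or well fluorescence over plate mean plus 4 SD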;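 note: Nile Red retained in pooled yeast measured as flow cytometry median fluorescence; 0% = buffer negative control and 100% = Enniatin B positive control; higher means more Nile Red kept so more efflux inhibition; some compounds called inactive have numbers as strong as hits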
CIT2 TOR yeast: yeast TOR pathway CIT2-GFP modulation | S. cerevisiae CIT2-GFP strain, flow cytometry, 3 h; 100 means same as DMSO wells | GFP response vs DMSO, % at 10 µM | actives 0.065% (n = 320,000) | AID 2029;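 active = GFP response relative to DMSO above a set limit, near the screen mean plus 3 SD, cut at about 150% in these data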;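 note: ratio of well median GFP fluorescence to mean of DMSO wells on the plate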
RPL19A-GFP yeast: modulators of TOR pathway RPL19A-GFP in S. cerevisiae; S. cerevisiae RPL19A-GFP strain, flow cytometry, 3 h; active compounds read low; percent response vs DMSO, % at 10 µM; actives 0.3% (n = 330,000);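 active = percent response vs DMSO below 50%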;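 note: median channel GFP fluorescence of the barcoded RPL19A-GFP strain; ratio of sample median GFP to plate DMSO average so 100% = DMSO; lower means less RPL19A-GFP as with rapamycin TOR inhibition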
AGP1 TOR yeast: alters AGP1-GFP fluorescence in TOR pathway yeast screen | S. cerevisiae AGP1-GFP multiplex flow cytometry, 3 h; GFP as percent of DMSO wells | GFP response vs DMSO, % at 10 µM | actives 0.02% (n = 320,000) | AID 2066;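 active = GFP response relative to DMSO above a set limit, near screen average plus 3 SD, cut at about 150% in these data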;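 note: median GFP channel fluorescence of the gated AGP1 strain per well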
CR mimetic SO: lowers age-related superoxide in aged yeast cells; S. cerevisiae aged cells, superoxide DHE fluorescence; active compounds read low; superoxide response (% of plate mean), % at 10 µM; actives 0.18% (n = 330,000);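 active = superoxide response under a set limit, about three screen SD below normal, cut at about 65% in these data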;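 note: yeast aged for seven days with compound at 30 °C before DHE staining; 100% = average MFI of all compound-treated wells on the plate with controls excluded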
AHR act: activators of human aryl hydrocarbon receptor | P35869 | AHR-responsive luciferase reporter cells, luminescence | activation, % at 5 µM | actives 2.5% (n = 320,000); in the data active = activation above about 47%;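 note: 0% = vehicle wells and 100% = reference agonist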
Target sequence (P35869 whole entry, looked up): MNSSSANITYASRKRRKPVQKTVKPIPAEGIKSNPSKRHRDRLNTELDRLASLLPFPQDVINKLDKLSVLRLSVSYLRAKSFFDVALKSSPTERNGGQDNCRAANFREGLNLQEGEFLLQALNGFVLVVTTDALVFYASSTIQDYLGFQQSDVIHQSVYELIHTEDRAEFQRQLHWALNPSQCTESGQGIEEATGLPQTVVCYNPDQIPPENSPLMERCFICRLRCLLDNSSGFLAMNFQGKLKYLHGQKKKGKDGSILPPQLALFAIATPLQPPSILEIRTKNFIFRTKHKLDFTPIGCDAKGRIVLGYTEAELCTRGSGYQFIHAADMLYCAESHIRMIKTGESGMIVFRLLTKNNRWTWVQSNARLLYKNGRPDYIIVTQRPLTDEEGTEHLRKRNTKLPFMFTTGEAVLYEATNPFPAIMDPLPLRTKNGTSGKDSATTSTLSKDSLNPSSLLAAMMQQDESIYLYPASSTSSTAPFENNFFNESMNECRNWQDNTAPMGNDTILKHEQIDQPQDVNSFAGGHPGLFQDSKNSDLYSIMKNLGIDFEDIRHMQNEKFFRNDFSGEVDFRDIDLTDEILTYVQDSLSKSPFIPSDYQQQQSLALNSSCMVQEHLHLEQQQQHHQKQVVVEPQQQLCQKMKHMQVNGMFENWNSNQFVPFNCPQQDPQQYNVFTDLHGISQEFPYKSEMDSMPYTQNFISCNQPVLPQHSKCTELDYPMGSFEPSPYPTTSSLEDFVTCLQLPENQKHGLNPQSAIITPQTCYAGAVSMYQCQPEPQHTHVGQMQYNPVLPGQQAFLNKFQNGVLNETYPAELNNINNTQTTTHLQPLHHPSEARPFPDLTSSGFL
The depositor's hits bear a star; . = no result given; & = joins results of further samples. Compounds as they come, and some 3.9% of all compounds hit somewhere here.

SMILES | MEP2 TOR yeast | LAP4 TOR yeast | Efflux pump inh | CIT2 TOR yeast | RPL19A-GFP yeast | AGP1 TOR yeast | CR mimetic SO | AHR act
Cc1cccc(CC(C)NC(=O)c2cc(COc3ccc(F)cc3F)on2)n1 (configuration not stated) | 100 | 95 | 0.0 | 99 | 99 | 102 | 98 | 10
O=C(c1ccc(N2CCCC2)c([N+](=O)[O-])c1)N1CCN(S(=O)(=O)c2ccc(Cl)cc2)CC1 | 100 | 104 | 0.3 | 93 | 100 | 106 | 116 | 2
O=C(Cc1c(Cl)cccc1Cl)NCCc1ccc(Cl)cc1 | 103 | 99 | 0.1 | 97 | 102 | 101 | 91 | -4
CC(=O)Nc1ccc(CN2CCCC(C(=O)c3ccc(C(F)(F)F)cc3)C2)cc1 (configuration not stated) | 99 | 89 | -0.1 | 101 | 101 | 100 | 104 | 0
COc1ccc(N2CC(O)(c3ccc(OC(F)F)cc3)[N+]3=C2CCCC3)cc1 (configuration not stated) | 100 | 101 | -0.1 | 110 | 107 | 102 | 108 | 1
O=C(Nc1ccc(Br)cc1)C1CCN(C(=O)c2ccc(F)cc2)CC1 | 108 | 110 | -0.2 | 109 | 109 | 111 | 91 | 4
O=S(=O)(NCCC(c1ccc(F)cc1)c1ccco1)c1ccccc1 (configuration not stated) | 100 | 98 | -0.3 | 95 | 97 | 99 | 100 | -2
CC1=NN(c2ccc([N+](=O)[O-])cc2)C(c2ccccc2)C1 (configuration not stated) | 95 | 109 | 0.1 | 91 | 100 | 98 | 85 | 0
O=C1C(=O)N(CCN2CCOCC2)C(c2ccccn2)/C1=C(/O)c1ccc(F)cc1 (configuration not stated) | 98 | 100 | 0.3 | 103 | 101 | 106 | 97 | 3
O=C(c1ccc(S(=O)(=O)N2CCCC2)cc1)N1CCCC(C(F)(F)F)C1 (configuration not stated) | 98 | 101 | 0.1 | 101 | 101 | 99 | 74 | 2

An excerpt of these results, with each value named:
structure: O=C(c1ccc(N2CCCC2)c([N+](=O)[O-])c1)N1CCN(S(=O)(=O)c2ccc(Cl)cc2)CC1
  MEP2 TOR yeast: 100 | LAP4 TOR yeast: 104 | Efflux pump inh: 0.3 | CIT2 TOR yeast: 93 | RPL19A-GFP yeast: 100 | AGP1 TOR yeast: 106 | CR mimetic SO: 116 | AHR act: 2

structure: CC1=NN(c2ccc([N+](=O)[O-])cc2)C(c2ccccc2)C1 (configuration not stated)
  MEP2 TOR yeast: 95 | LAP4 TOR yeast: 109 | Efflux pump inh: 0.1 | CIT2 TOR yeast: 91 | RPL19A-GFP yeast: 100 | AGP1 TOR yeast: 98 | CR mimetic SO: 85 | AHR act: 0

Continuation.
SMILES | MEP2 TOR yeast | LAP4 TOR yeast | Efflux pump inh | CIT2 TOR yeast | RPL19A-GFP yeast | AGP1 TOR yeast | CR mimetic SO | AHR act
CCN(c1ccc(C)c(C)c1)S(=O)(=O)c1ccc2c(c1)CCN2C(=O)CCC(=O)O | 99 | 99 | 0.1 | 102 | 96 | 102 | 91 | -2
COc1ccccc1CNC(=O)CS(=O)(=O)Cc1ccccc1 | 106 | 102 | -0.3 | 98 | 98 | 99 | 90 | -1
CCn1cc(C(=O)N2CCOCC2)c(=O)c2cc(S(=O)(=O)N(C)C)ccc21 | 110 | 108 | 0.2 | 104 | 109 | 109 | 99 | 0
COc1ccc(NCC(=O)N/N=C/C2CCCCC2)cc1 | 97 | 106 | -0.1 | 103 | 98 | 105 | 98 | 9
COc1ccccc1CN1CC(C(=O)NCCN2CCNC2=O)CCC1=O (configuration not stated) | 97 | 99 | 0.0 | 95 | 94 | 99 | 79 | 0
N#Cc1ccc(NC(=O)c2cccs2)nc1 | 98 | 93 | -0.2 | 100 | 100 | 94 | 100 | 0
COc1ccccc1C(=O)OCC#CCSc1nnc(-c2cccc3ccccc23)o1 | 105 | 112 | 0.2 | 98 | 105 | 103 | 111 | -3
COc1ccc(NC(=O)CCNC(=O)Cn2cnc3ccccc3c2=O)c(OC)c1 | 87 | 96 | -0.1 | 108 | 101 | 104 | 96 | 0
O=C(O)c1ccc(-n2[nH]c3c(c2=O)CCCC3)cc1 | 95 | 110 | 0.0 | 101 | 99 | 101 | 100 | 1
CC(C)CCn1c(=O)c(C(=O)N/N=C/c2cccc(F)c2)c(O)c2ccccc21 | 99 | 104 | -0.3 | 92 | 102 | 95 | 101 | 6
Nc1c2c(nc3ccccc13)CCCC2 | 100&90 | 131&97 | 0.1&-0.1 | 80&83 | 98&94 | 82&82 | 124&103 | 20&18
O=C(Nc1ccccc1C(=O)Nc1ccc2c(c1)OCO2)c1ccco1 | 103 | 91 | 0.0 | 99 | 100 | 96 | 95 | 47*
O=C(c1cc2ncccn2n1)N1CCc2c([nH]c3ccccc23)C1c1ccccc1F (configuration not stated) | 95 | 94 | 0.3 | 89 | 95 | 92 | 90 | 11
CCc1ccc(NC(=O)C/C(C)=N/NC(=O)COc2ccccc2C)cc1 | 99 | 98 | 0.1 | 103 | 103 | 106 | 106 | 3
CCOC(=O)c1sc2ncnc(NCC(c3cccs3)N(C)C)c2c1C (configuration not stated) | 107 | 102 | 0.1 | 93 | 102 | 101 | 99 | 10
Clc1ccc(C2=NCCN2)cc1 | 101 | 103 | 0.3 | 102 | 101 | 105 | 108 | -2
O=C(COC(=O)c1ccncc1)Nc1ccc2c(c1)OCO2 | 101 | 100 | 0.0 | 101 | 99 | 105 | 111 | 2
CCOC(=O)c1nnc(-c2ccccc2)nc1Sc1ccccc1Cl | 118 | 110 | -0.1 | 100 | 101 | 103 | 107 | 8
CC(=O)Oc1ccc(N(C(C)=O)S(=O)(=O)c2ccc(Cl)cc2)c2ccccc12 | 101 | 86 | 0.9 | 91 | 101 | 88 | 104 | 25
CCOC(=O)C1=C(C)N(c2ccccc2)C(=O)/C1=C\c1ccc(O)c(OC)c1 | 101 | 100 | -0.2 | 118 | 106 | 104 | 110 | 3
COc1ccc(Br)cc1C(=O)Nc1cccc(-c2nnc(-c3ccco3)o2)c1 | 102 | 99 | 0.1 | 96 | 96 | 84 | 128 | 1
Cc1ccc(S(=O)(=O)Nc2ccc(OCC(=O)N3CCOCC3)cc2)c(C)c1NS(C)(=O)=O | 107 | 96 | 0.1 | 116 | 103 | 101 | 87 | 0
COc1ccc2cc(CCNC(=O)C(C)(C)C)c(=O)[nH]c2c1 | 93 | 92 | 0.1 | 107 | 100 | 99 | 98 | 1
COc1cccc(-c2cc(C(=O)Nc3cccnc3Cl)no2)c1 | 87 | 96 | 1.2 | 98 | 99 | 99 | 98 | -2
COc1cc(CN2CCC(CO)(CCOc3ccccc3)CC2)cc(OC)c1OC | 101 | 98 | 0.0 | 102 | 101 | 98 | 103 | 3
Cc1ccccc1CSc1nc2c(c(=O)[nH]1)CCC2 | 106 | 109 | 5.9* | 101 | 102 | 106 | 97 | 8
CN(c1ccccc1)S(=O)(=O)c1ccc(NC(=O)c2ccc(F)cc2)cc1 | 103 | 111 | 0.0 | 94 | 103 | 107 | 89 | 1
Cc1cccc(S(=O)(=O)NC2CCCCCCC2)c1 | 91 | 92 | 0.1 | 89 | 95 | 93 | 100 | 0
O=C(c1ccc(S(=O)(=O)N2CCCC2)cc1)N1CCN(Cc2ccc3c(c2)OCO3)CC1 | 104 | 96 | 0.1 | 102 | 97 | 105 | 119 | 1
COc1ccc(NC(=O)Nc2nnc(N3CCC(C)CC3)s2)cc1OC | 101 | 102 | -0.1 | 96 | 104 | 101 | 106 | 3
COc1ccc(/C=N/S(=O)(=O)c2cccs2)cc1 | 107 | 106 | -0.1 | 111 | 109 | 102 | 98 | 2
CCCCN(C1CCS(=O)(=O)C1)S(=O)(=O)c1ccc(OC)c(OC)c1 (configuration not stated) | 97 | 95 | 0.2 | 96 | 97 | 92 | 107 | 0
COCCOC(=O)c1[nH]c2c(c1C)C(=O)CC(c1ccc(N(C)C)cc1)C2 (configuration not stated) | 95 | 99 | 0.2 | 106 | 97 | 99 | 96 | 39
CCOc1cc(/C=C2\N=C(SC)SC2=O)cc([N+](=O)[O-])c1OC(C)=O | 101 | 91 | -0.1 | 107 | 106 | 101 | 111 | 6
Cc1cc(/C=C2\C(=N)N3N=C(S(C)(=O)=O)SC3=NC2=O)c(C)n1Cc1ccccc1 | 102 | 89 | 0.0 | 103 | 101 | 97 | 111 | -2
Cc1cc(S(=O)(=O)ON2C(=O)c3ccccc3C2=O)ccc1F | 101 | 173* | -0.1 | 95 | 99 | 90 | 104 | -1
CCOc1cccc2sc(N(CCN(C)C)C(=O)/C=C/c3cccs3)nc12 | 100 | 99 | 0.2 | 109 | 106 | 103 | 110 | 1
COc1ccc(C(=O)N2CCCC(c3nc(-c4cccs4)no3)C2)cc1 (configuration not stated) | 96 | 101 | 0.1 | 101 | 95 | 98 | 105 | 4
COc1ccc(CN(C(=O)c2cccs2)c2ccccc2C(=O)O)cc1 | 109 | 109 | 0.0 | 111 | 109 | 115 | 93 | -1
CCOc1cc(/C=C/c2cccc[n+]2C)ccc1O | 103 | 85 | 0.0 | 96 | 107 | 130 | 102 | 2
COc1cc2cc(CCOC(=O)c3ccc(C#N)cc3)oc(=O)c2cc1OC | 81 | 95 | -0.1 | 94 | 93 | 96 | 107 | -1
COc1ccc(S(=O)(=O)N2CCC(C(=O)NCc3ccc(C)cc3)CC2)cc1 | 109 | 93 | 0.1 | 104 | 111 | 100 | 92 | -3
CCN(Cc1ccccc1)C(=O)C1CCN(C(=O)Nc2ccccc2)CC1 | 105 | 95 | 2.3 | 96 | 101 | 101 | 97 | 3
O=C(COc1cccc(C(F)(F)F)c1)Nc1ccc(S(=O)(=O)N2CCCC2)cc1 | 104 | 103 | 0.1 | 99 | 103 | 104 | 98 | 0
Cc1cc(OCC(=O)NCCCn2ccnc2)c2c(C)cc(=O)oc2c1 | 95 | 85 | -0.1 | 98 | 100 | 98 | 82 | 32
CCCS(=O)(=O)c1snnc1C | 102 | 106 | 0.0 | 108 | 101 | 105 | 107 | 0
CCOC(=O)C1CCN(C(=O)c2cccc(S(=O)(=O)Nc3ccc(C)cc3C)c2)CC1 | 88 | 105 | 0.0 | 85 | 100 | 99 | 100 | 5
Oc1[nH]c2ccccc2c1N=NC(=S)N1CCOCC1 | 89 | 88 | -0.3 | 90 | 92 | 95 | 111 | 0
S=C1NCN(Cc2cccnc2)CN1Cc1ccccc1 | 89 | 95 | 0.0 | 95 | 97 | 104 | 113 | -1
Cn1c(SCC(N)=O)nnc1C1CCN(S(=O)(=O)c2ccccc2C(F)(F)F)CC1 | 102 | 107 | 0.0 | 95 | 102 | 102 | 100 | -1

Additional results:
SMILES | MEP2 TOR yeast | LAP4 TOR yeast | Efflux pump inh | CIT2 TOR yeast | RPL19A-GFP yeast | AGP1 TOR yeast | CR mimetic SO | AHR act
O=C(CCCCn1c(=O)c2ccccc2n(CC(=O)NC2CCCC2)c1=O)NC1CCCC1 | 107 | 99 | -0.3 | 102 | . | 104 | 89 | -1
CCOc1ccc(N=CC2=C(O)CC(c3ccco3)CC2=O)cc1 (configuration not stated) | 84 | 83 | 0.1 | 82 | 100 | 88 | 97 | 14
CC1CCCCC1NC(=O)c1cccc(NC2=NC3CS(=O)(=O)CC3S2)c1 (configuration not stated) | 90 | 97 | 0.0 | 106 | 101 | 99 | 91 | 1
Cc1nn(C(C)C(=O)NCC2CCCO2)c(=O)c2c1sc1ccccc12 (configuration not stated) | 99 | 116 | 0.3 | 98 | 99 | 107 | 111 | 1
CCCCc1ccc(S(=O)(=O)NCCCN2CCCC2=O)cc1 | 106 | 102 | 0.0 | 105 | 104 | 103 | 106 | -3
NC(=O)c1cc(-c2csc(-c3cccnc3)n2)ccc1O | 151 | 113 | -0.1 | 99 | 92 | 117 | 102 | 24
CCN1CCCC1CNC(=O)Cn1cccc1C(=O)c1ccccc1 (configuration not stated) | 104 | 102 | 0.0 | 105 | 101 | 102 | 92 | 0
